aSyn UTR inh: MLPCN primary screen, SNCA 5' untranslated region; alpha-synuclein 5'UTR reporter, inhibitor activity; inhibition, % (tested at 7.5 µM); hit rate 0.82% among 300,000; in the data active = inhibition above about 60%; inconclusive = no clear call, values can overlap the other calls;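 also: H4 neuroglioblastoma cells stably carrying SNCA 5'UTR luciferase fusion; 0% = DMSO wells and 100% = positive control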
HSF1 inhib: HSF1 inhibitors in luciferase reporter cells, primary screen, cell-based, NIH3T3, luminescence | NIH3T3-HGL HSE-luciferase, MG132-induced, luminescence 8 h; active compounds read low | activity change, negative = inhibition, % at 7.5 µM (by protocol) | hit rate 0.77% among 300,000;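 active = more than half of replicate wells show activity change below -50%, luminescence cut by over half; inconclusive = some wells, but at most half, below -50%; inactive = no replicate well below -50%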;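 also: luciferase reports HSF-1 transcriptional activity via heat shock element; 0% = median of DMSO wells and -100% = zero luminescence signal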
HDAC3 inh: HDAC3 deacetylase inhibitors, primary screen, biochemical, fluorescence, cell-free homogeneous | AID 2718, 2010 | inhibition, % at 8.3 µM | recombinant HDAC3, fluorogenic peptide/trypsin coupled | hit rate 0.15% among 320,000; in the data active = inhibition above about 26%, passing the limit was not always enough; inconclusive = no clear call, values can overlap the other calls
Target sequence (O15379 whole entry, looked up): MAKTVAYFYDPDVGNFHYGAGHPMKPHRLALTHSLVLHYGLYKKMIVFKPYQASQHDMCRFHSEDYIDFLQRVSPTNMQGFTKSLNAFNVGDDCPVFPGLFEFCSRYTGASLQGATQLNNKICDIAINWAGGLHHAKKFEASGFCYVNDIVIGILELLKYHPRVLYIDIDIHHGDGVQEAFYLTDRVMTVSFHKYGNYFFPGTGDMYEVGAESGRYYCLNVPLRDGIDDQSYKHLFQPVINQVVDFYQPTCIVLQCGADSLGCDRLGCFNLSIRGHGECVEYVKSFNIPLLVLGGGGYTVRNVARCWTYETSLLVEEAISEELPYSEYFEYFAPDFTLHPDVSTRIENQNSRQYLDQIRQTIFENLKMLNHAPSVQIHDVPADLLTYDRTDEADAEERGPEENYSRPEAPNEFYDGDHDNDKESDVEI
IEC-6 tox: cytotoxicity in IEC-6 intestinal epithelial cells, primary screen, cytotoxicity control for KLF5 inhibitor project, cell-based, luminescence; AID 1825, 2009; inhibition, % at 5 µM; hit rate 0.78% among 290,000; IEC-6 cytotoxicity, luminescence viability; in the data active = inhibition above about 22%;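 also: 0% = plate median of test compound wells and 100% = cytotoxic reference compound wells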
HSF1 activator: HSF-1 activators, primary screen, NIH3T3-HGL cells, MG132 stress, luminescence, single point; activation, % at 9 µM; hit rate 1.7% among 300,000; AID 504408, 2011; NIH3T3-HGL HSF-1 luciferase reporter, 8 h; 100% = twice DMSO control signal;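 active = mean replicate activation of at least 50% with a set share of replicates each reaching 50%; inconclusive = only one of those two conditions met; inactive = mean below 50% and too few replicates reaching it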;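 also: 0% = median of the neutral control wells and 100% = twice that signal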
HIF act: HIF pathway transcriptional activators, primary screen, cell-based, U2OS HRE-luciferase, luminescence; U2OS HRE-luciferase reporter; normalized: DMSO 0%, desferrioxamine 100%; activation, % at 7.5 µM (by protocol); hit rate 0.32% among 300,000;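 active = mean activation of at least 10% of the iron chelator positive control signal, with at least half of replicates also reaching 10%; inconclusive = mean and replicate majority disagree about reaching 10%; inactive = mean and most replicates under 10%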
KLF5 inh: KLF5 expression inhibitors, primary screen, DLD-1 cells, luminescence | DLD-1 KLF5 promoter-luciferase reporter | inhibition, % at 5 µM | hit rate 0.23% among 290,000;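 active = inhibition above a per-plate limit of that plate's mean compound inhibition plus 3 SD, cut at about 60% in these data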;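 also: 0% = DMSO wells and 100% = LY294002 at 200 µM; higher means less KLF5 promoter-driven luciferase light; inactives centre near -14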
Platelet DG rel: inhibitors of platelet dense granule secretion, primary screen, cell-based, MLPCN, human platelets; AID 1663, 2009; hit rate 0.22% among 300,000; inhibition, %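 (compounds screened at 7.5 µM in platelet-rich plasma)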; human platelet-rich plasma, SFLLRN dense granule ATP release, luminescence;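 active = mean replicate score, as percent of positive control, at or above 50; inconclusive = mean below 50 but at least one replicate at or above 50; inactive = mean and every replicate below 50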
AI-2 QS mod: Vibrio harveyi AI-2 quorum sensing modulators, primary screen, JMH597 strain, luminescence/OD600 ratio; hit rate 0.4% among 300,000; Vibrio harveyi JMH597 AI-2 luminescence/OD600 ratio, 9 h; active compounds read low; strain lacks LuxN and CqsS sensors; 0 = neutral-control median; AID 2094, 2009; activity change, % at 7.5 µM; in the data active = activity change below about -75%, passing the limit was not always enough; inconclusive = no clear call, values can overlap the other calls;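 also: luminescence divided by OD600 gain over 9 h not by final OD600 alone; inactives centre near 13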
HSP90 inh: HSP90 inhibitors, primary screen, cell lysate, luminescence | Rabbit reticulocyte lysate, luciferase refolding luminescence, 3 h | hit rate 0.91% among 290,000 | Heat shock protein HSP 90 (rabbit reticulocyte lysate; luciferase refolding) | inhibition, % at 5.6 µM;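 active = inhibition above the screen-wide mean plus 3 SD, computed separately per campaign, cut at about 16% in these data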;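 also: 0% = DMSO wells and 100% = 60 µM geldanamycin wells; inhibitors lower the luminescence because luciferase stays unfolded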
* hit, by the source's call; ? = inconclusive; / = not tested or not shown.

SMILES | aSyn UTR inh | HSF1 inhib | HDAC3 inh | IEC-6 tox | HSF1 activator | HIF act | KLF5 inh | Platelet DG rel | AI-2 QS mod | HSP90 inh
NS(=O)(=O)c1ccc(CCNC(=O)CNC(=O)c2ccc(F)cc2)cc1 | -8 | -3 | 0 | -8 | 5 | -0.2 | -30 | 2 | 6 | 0
O=C(C1=C[C@H](C2CCCCC2)C[C@H](OCc2ccc(CO)cc2)O1)N1CCOCC1 | 13 | 3 | 4 | 1 | 2 | -0.3 | -8 | 7 | 17 | 11
CC(=O)c1ccc(NC(=O)c2ccc(N3C(=O)c4cccnc4C3=O)cc2)cc1 | -11 | -2 | -7 | 3 | -6 | -0.4 | -2 | -2 | 9 | 2
COc1ccccc1OCC(=O)Nc1ccccc1C(=O)NCc1cccnc1 | 15 | -3 | 4 | 5 | -5 | -1.3 | -32 | 3 | 9 | 1
Cc1cc(OC(=O)c2cc(C(F)(F)F)cc(C(F)(F)F)c2)c([N+](=O)[O-])c(=O)[nH]1 | -6 | -6 | 4 | 4 | -4 | -0.3 | -28 | 3 | 24 | 0
O=C(Nc1ccc(F)cc1F)NC1CC(=O)N(Cc2ccccc2)C1 (centres undefined) | 0 | -9 | -5 | -2 | -3 | -0.2 | -30 | -2 | 8 | 0
CC(OC(=O)c1ccc(S(=O)(=O)N2CCOCC2)cc1)c1ccccc1 (centres undefined) | 8 | 4 | 7 | / | 14 | -0.6 | / | -5 | 12 | /
O=C(Nc1cccc(Cl)c1)Nc1cccc(C(=O)O)c1 | 55 | -9 | -8 | -6 | -17 | 12* | 6 | 4 | 37 | 51*
NC(=O)CN(c1ccccc1)C1SC(=O)N(Cc2ccccc2)C1=O (centres undefined) | 8 | / | 4 | -7 | / | 0.4 | -11 | -9 | 5 | -2
N#Cc1cccn1-c1nccs1 | -11 | -86* | -2 | -4 | -89 | -0.4 | -4 | 4 | 6 | 2
C=CCOc1ccccc1CN1CCCN(C)CC1 | -1 | -4 | -2 | 7 | 0 | -0.5 | 0 | -6 | 9 | 2
O=C(NCCCN1CCc2ccccc2C1)C1CCN(S(=O)(=O)N2CCC3(CC2)OCCO3)CC1 | -13 | -2 | -1 | 3 | 14 | 0.8 | -3 | -2 | 1 | 4
COc1cccc(/C=N/n2cnc3c(cnn3-c3ccccc3)c2=O)c1 | 1 | 9 | 1 | 6 | 6 | -0.2 | -14 | 10 | -8 | 10
CCN(c1ccccc1)S(=O)(=O)c1cc2c3c(c1)C(C)C(=O)N3CCC2 (centres undefined) | 10 | -3 | -2 | -8 | 5 | -0.3 | -5 | 3 | 18 | -3
CC(C)Cn1c(CN2CCN(C)C(CCO)C2)nc2ccccc21 (centres undefined) | 5 | -5 | 14 | 2 | 1 | -0.5 | -9 | 0 | 16 | 1
Cc1cc(S(=O)(=O)/N=C(\N)c2ccc(C(N)=O)cc2)cc(C)c1F | -7 | 4 | 1 | -6 | -6 | 0.6 | -13 | -2 | 0 | -6
O=C1OC(c2ccccc2)/C(=C(/O)c2ccc(Cl)cc2)C1=O (centres undefined) | -18 | 7 | 3 | 1 | 4 | 0.1 | 2 | 1 | 5 | -3
COc1ccc(CNC(=O)N2CCN(c3ccc(F)cc3)CC2)cc1Cl | 30 | 6 | 2 | -2 | 36 | -0.7 | -1 | 17 | 13 | 6
O=C(Nc1ncccn1)c1ccc(Cl)c([N+](=O)[O-])c1 | -49 | -2 | -4 | -2 | 8 | -0.2 | -48 | 3 | -3 | -1
Nc1ccccc1Nc1cc(-c2cccc(Cl)c2)nn1-c1ccccc1 | -3 | -10 | 1 | -1 | 0 | -0.4 | -13 | -6 | 16 | -3
CC(C)(C)c1ccc(NC(=O)NCc2ccco2)cc1 | -123 | -2 | 2 | 3 | -24 | 1.4 | -54 | -7 | -39 | -5
CCCCOC(=O)c1ccc(NC(=O)C(=O)NCC2CCCO2)cc1 (centres undefined) | 18 | -2 | -3 | 3 | -1 | 1.2 | -35 | 6 | 10 | -1
CC(C)c1cccc(C(C)C)c1NC(=S)Nc1cccc(Cl)c1 | -8 | -1 | -5 | 2 | 2 | 0.9 | 7 | -6 | 13 | -2
O=C(/C=C/c1nc2ccccc2s1)N1CCCCCC1 | -107 | 32 | 7 | 4 | 75* | 1.9 | -127 | -2 | 13 | 0
CCCn1c(/C=C/c2cc[n+](C)cc2)nc2ccccc21 | -6 | -4 | 8 | -7 | 12 | -0.2 | -19 | -4 | 10 | 0
Other results follow:
SMILES | aSyn UTR inh | HSF1 inhib | HDAC3 inh | IEC-6 tox | HSF1 activator | HIF act | KLF5 inh | Platelet DG rel | AI-2 QS mod | HSP90 inh
Cc1ccc(NC(=O)CSCC(=O)O)cc1 | -27 | 2 | -6 | 1 | -1 | -0.3 | 18 | 1 | -4 | 0
O=C(c1cccc(S(=O)(=O)Nc2ccccc2Cl)c1)N1CCCCCC1 | 13 | 3 | -4 | / | 3 | -0.2 | / | 5 | 15 | /
O=C(/C=C/c1ccc([N+](=O)[O-])cc1)NCc1ccc2c(c1)OCO2 | 7 | 3 | 4 | -1 | 4 | 0.4 | -19 | 15 | 14 | 2
CCCNc1nc(OC(C(F)(F)F)C(F)(F)F)nc(OC(C(F)(F)F)C(F)(F)F)n1 | -9 | -4 | 1 | -1 | -2 | -0.4 | -7 | 2 | 29 | 0
COc1ccc(NC(=O)CSc2nc3ncccc3[nH]2)cc1OC | -27 | 3 | -6 | 4 | -1 | 0.8 | -5 | 2 | 12 | 1
Cc1ccc2cc(CCNC(=O)c3ccco3)c(=O)[nH]c2c1 | -143 | 9 | 3 | -1 | 27 | 3.0 | -135 | -3 | 14 | -1
CCCCn1c(N)c(N(CCOC)C(=O)COC(=O)C(C)Oc2ccc(Cl)cc2)c(=O)[nH]c1=O (centres undefined) | -3 | 0 | -9 | / | -14 | -2.8 | / | -2 | 25 | /
COc1ccc(CNC(=O)C(c2ccco2)N(C(=O)c2snc(C(N)=O)c2N)c2cccc(OC)c2)cc1 (centres undefined) | -2 | 6 | -1 | -5 | 17 | -0.1 | -9 | 2 | / | 6
COc1ccc(S(=O)(=O)N2CCNC(=O)CC2)cc1 | -2 | -33 | -1 | 4 | -46 | -0.2 | -9 | -11 | 4 | 1
Cc1cc(NC(=O)CC2Oc3ccccc3NC2=O)ccc1Br (centres undefined) | 15 | -3 | 12 | 1 | 14 | 0.3 | -8 | -2 | 18 | 1
CCOC(=O)C1CCCN(C(=O)c2ccc(S(=O)(=O)N3CCCC3)cc2)C1 (centres undefined) | 23 | -4 | 0 | / | 0 | 0.0 | / | 3 | 19 | /
Nn1c(SCCOc2ccccc2)nnc1-c1cccnc1 | 9 | 10 | 5 | 1 | 18 | 0.2 | 6 | 15 | -12 | -5
Cc1[nH]n(-c2ccccc2)c(=O)c1/C=N/N1C(=O)c2ccc3c4c(ccc(c24)C1=O)CC3 | 3 | 34 | / | 1 | 75* | -0.4 | -14 | 12 | 30 | 1
COc1cccc(/C=N/NC(=S)Nc2cccc(C(=O)O)c2)c1O | ? | -17 | 5 | 0 | -29 | -1.2 | 52 | 3 | 20 | 25*
O=C(c1sccc1-n1cccc1)N1CCCC1 | 9 | 6 | 2 | -12 | -4 | -0.1 | -13 | 3 | 17 | -2
O=C(Nc1ccc2oc(-c3ccccc3Cl)nc2c1)c1ncn[nH]1 | -153 | 21 | 4 | 2 | 17 | 1.0 | -119 | 1 | 99 | -1
COc1ccc(NC(=O)NCCCN2CCCCC2C)cc1 (centres undefined) | -17 | 2 | 1 | -3 | 3 | -0.1 | -1 | -2 | 14 | -5
O=c1c2cc(N3CCOCC3)ccc2[nH]c(=S)n1CCCN1CCN(c2ccccc2F)CC1 | / | / | 0 | 7 | / | / | -3 | / | / | 5
Cc1ccc(SCC(=O)NC2CCS(=O)(=O)C2)cc1 (centres undefined) | -8 | -9 | -12 | 2 | -3 | -0.1 | -1 | -1 | 28 | -2
CC(C)(C)c1ccc(NC(=O)c2ccc(=O)[nH]n2)cc1 | -102 | 28 | 6 | -3 | 49 | 0.6 | -148 | -2 | 5 | 1
Nc1nc2n(n1)C(c1c(F)cccc1Cl)CC(c1ccc(F)cc1)N2 (centres undefined) | 11 | -6 | -1 | 3 | -5 | 0.7 | -49 | 0 | 19 | 2
O=C(NC1CCCCC1)C(c1ccc(Cl)cc1)N1CCC2(CC1)OCCO2 (centres undefined) | 12 | -2 | 0 | 2 | -5 | -0.4 | 7 | 14 | 39 | 0
C/C(=N/NC(=O)c1ccco1)c1ccc(Br)s1 | -49 | 6 | -2 | -1 | 9 | 2.5 | -62 | 0 | 35 | -7

Some of these compounds in order of count of non-hydrogen atoms, ascending:
SMILES | aSyn UTR inh | HSF1 inhib | HDAC3 inh | IEC-6 tox | HSF1 activator | HIF act | KLF5 inh | Platelet DG rel | AI-2 QS mod | HSP90 inh
O=C(c1sccc1-n1cccc1)N1CCCC1 | 9 | 6 | 2 | -12 | -4 | -0.1 | -13 | 3 | 17 | -2
COc1ccc(S(=O)(=O)N2CCNC(=O)CC2)cc1 | -2 | -33 | -1 | 4 | -46 | -0.2 | -9 | -11 | 4 | 1
CC(C)(C)c1ccc(NC(=O)c2ccc(=O)[nH]n2)cc1 | -102 | 28 | 6 | -3 | 49 | 0.6 | -148 | -2 | 5 | 1
COc1ccc(NC(=O)NCCCN2CCCCC2C)cc1 (centres undefined) | -17 | 2 | 1 | -3 | 3 | -0.1 | -1 | -2 | 14 | -5
O=C(Nc1ccc2oc(-c3ccccc3Cl)nc2c1)c1ncn[nH]1 | -153 | 21 | 4 | 2 | 17 | 1.0 | -119 | 1 | 99 | -1
Nc1nc2n(n1)C(c1c(F)cccc1Cl)CC(c1ccc(F)cc1)N2 (centres undefined) | 11 | -6 | -1 | 3 | -5 | 0.7 | -49 | 0 | 19 | 2
O=C(c1cccc(S(=O)(=O)Nc2ccccc2Cl)c1)N1CCCCCC1 | 13 | 3 | -4 | / | 3 | -0.2 | / | 5 | 15 | /
CCCNc1nc(OC(C(F)(F)F)C(F)(F)F)nc(OC(C(F)(F)F)C(F)(F)F)n1 | -9 | -4 | 1 | -1 | -2 | -0.4 | -7 | 2 | 29 | 0
CCCCn1c(N)c(N(CCOC)C(=O)COC(=O)C(C)Oc2ccc(Cl)cc2)c(=O)[nH]c1=O (centres undefined) | -3 | 0 | -9 | / | -14 | -2.8 | / | -2 | 25 | /
COc1ccc(CNC(=O)C(c2ccco2)N(C(=O)c2snc(C(N)=O)c2N)c2cccc(OC)c2)cc1 (centres undefined) | -2 | 6 | -1 | -5 | 17 | -0.1 | -9 | 2 | / | 6
